# GlmU inhibition = inhibition of mycobacterial GlmU enzyme – biochemical, glucosamine-1-phosphate acetyltransferase (AID 1376). M. tuberculosis GlmU acetyltransferase enzyme assay; higher % means a stronger effect. inhibition, %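 (tested at 30 µM in the primary screen)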; hits with a dose series show IC50 in µM. 220,000 tested, 0.25% active; in the data active = inhibition above about 13%;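 note: 0% = complete reaction with vehicle and 100% = reaction without substrate; strong numbers were not always called active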
# RmlCD inh 1536 = blocks M. tuberculosis RmlC and RmlD coupled enzymes; P9WH09+P9WH11; RmlC+RmlD coupled enzyme assay, percent inhibition; primary screen in compound mixtures; inhibition, % at 3.6 µM; 160,000 tested, 0.03% active; in the data active = inhibition mostly above about 34%, no sharp cut-off; note: some results filed as inactive read as strong as hits
# Target sequence (P9WH09 whole entry, looked up): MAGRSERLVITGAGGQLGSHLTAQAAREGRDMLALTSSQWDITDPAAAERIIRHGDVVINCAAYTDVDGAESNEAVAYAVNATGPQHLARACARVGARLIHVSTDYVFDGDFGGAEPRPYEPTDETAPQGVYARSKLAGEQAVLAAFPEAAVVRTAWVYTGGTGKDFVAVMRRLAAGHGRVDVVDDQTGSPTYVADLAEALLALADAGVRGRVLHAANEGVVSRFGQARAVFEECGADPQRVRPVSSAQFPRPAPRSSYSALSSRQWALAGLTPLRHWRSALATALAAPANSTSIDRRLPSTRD
# Target sequence (P9WH11 whole entry, looked up): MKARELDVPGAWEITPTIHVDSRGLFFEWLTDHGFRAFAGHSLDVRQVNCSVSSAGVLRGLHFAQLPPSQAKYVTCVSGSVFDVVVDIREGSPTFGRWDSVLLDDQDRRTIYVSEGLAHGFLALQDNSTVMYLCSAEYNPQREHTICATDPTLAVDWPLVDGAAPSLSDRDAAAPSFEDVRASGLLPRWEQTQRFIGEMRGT
# Active calls of the source: *; . = no result given. Some of the compounds tested; the hit share may differ from the screen's.
# Under each structure – GlmU inhibition | RmlCD inh 1536
N#CC1=C(N)NC(SCc2ccccc2)=C(C#N)C12CCCC2
 : -2.1% | .
CCC(=Nc1ccc2c(c1)CCC2)c1c(O)n(C2CCCCC2)c(=O)[nH]c1=O
 : 0.0% | 1
S=c1[nH]nc(COc2ccccc2)n1/N=C/c1ccncc1
 : 1.6% | .
COc1ccccc1OCCNS(=O)(=O)c1ccc2oc3ccccc3c2c1
 : -4.1% | 15
COc1ccc(C/C(N)=N/OC(=O)COc2ccccc2C)cc1
 : -1.5% | -15
Cc1ccc(S(=O)(=O)N(C)c2ccc(C(=O)O)cc2)cc1
 : 0.4% | .
Cc1cc(C(=O)Nc2cccc3ncccc23)no1
 : 2.3% | 0
Cc1cccnc1NC(=O)C1CCN(S(=O)(=O)c2c(C)noc2/C=C/c2ccco2)CC1
 : 0.9% | -9
CCOC(=O)c1cn[nH]c1NC(=S)Nc1ccccc1
 : 19% | 4
Cc1[nH]n(-c2ccccc2)c(=O)c1C=Nc1ccc(S(=O)(=O)NC(N)=O)cc1
 : -1.8% | -15
COc1ccc(S(=O)(=O)NC(CC(=O)NCc2ccco2)c2ccco2)cc1 (stereo unspecified)
 : 6.6% | -9
CCOC(=O)c1ccc(NC(=O)c2nc[nH]c2C(=O)NCC(=O)OC(C)(C)C)cc1
 : 8.2% | -4
COC(=O)CCC(=O)OC1(C)C(=O)C2=CN(CCc3c[nH]c4ccccc34)C(c3ccc(OC)cc3)=CC2=C(Br)C1=O (stereo unspecified)
 : -1.1% | .
COC(=O)NNC(=O)COc1cc(C)c(Br)cc1C(C)C
 : 2.7% | 20
O=C(NCc1ccc2c(c1)OCO2)c1ccc(CS(=O)(=O)Cc2cccc(Cl)c2)o1
 : 1.7% | -6

# Compound profiles, from the list above. Screens in order: GlmU inhibition	RmlCD inh 1536
# COC(=O)NNC(=O)COc1cc(C)c(Br)cc1C(C)C as listed: 2.7%	20
# CCOC(=O)c1ccc(NC(=O)c2nc[nH]c2C(=O)NCC(=O)OC(C)(C)C)cc1 as listed: 8.2%	-4
# O=C(NCc1ccc2c(c1)OCO2)c1ccc(CS(=O)(=O)Cc2cccc(Cl)c2)o1 as listed: 1.7%	-6
# COC(=O)CCC(=O)OC1(C)C(=O)C2=CN(CCc3c[nH]c4ccccc34)C(c3ccc(OC)cc3)=CC2=C(Br)C1=O (stereo unspecified) as listed: -1.1%	.
# COc1ccc(S(=O)(=O)NC(CC(=O)NCc2ccco2)c2ccco2)cc1 (stereo unspecified) as listed: 6.6%	-9

# The main list resumes, repeating the 2 entries before the break.
# Under each structure – GlmU inhibition | RmlCD inh 1536
COC(=O)NNC(=O)COc1cc(C)c(Br)cc1C(C)C
 : 2.7% | 20
O=C(NCc1ccc2c(c1)OCO2)c1ccc(CS(=O)(=O)Cc2cccc(Cl)c2)o1
 : 1.7% | -6
CCOc1ccc(/C=N/NC(=O)Cn2ccnc2C)cc1
 : -3.7% | 2
Cc1cc(C=C2C(=O)N(C)C(=S)N(C)C2=O)c(C)n1-c1cccnc1
 : -3.3% | 26
COC(=O)c1ccc(N2CCN(C(=O)c3ccccc3)CC2)c(NC(C)=O)c1
 : 2.2% | -8
O=C(Cc1ccc(Cl)c(Cl)c1)Nc1ccccc1N1CCOCC1
 : -2.0% | -13
CC(=O)[C@H]1CC[C@H]2[C@@H]3CCC4=CC(=O)CC[C@]4(C)[C@H]3CC[C@]12C
 : 0.4% | -8
O=C(COC(=O)CCc1c[nH]c2ccccc12)NCc1ccc2c(c1)OCO2
 : -2.0% | .
Cc1c(Cl)ccc2c1NC(=O)[C@]21N[C@@H](Cc2ccccc2)[C@H]2C(=O)N(c3ccc(F)cc3)C(=O)[C@H]21
 : 3.5% | .
CCOc1ccc(Br)cc1S(=O)(=O)Nc1ccc(C(=O)Nc2ccc(C)cc2)cc1
 : 4.2% | 3
CCc1nnc(NC(=O)Cc2cccs2)s1
 : 9.4% | -3
O=C(CSc1nnc(-c2ccncc2)n1Cc1ccco1)Nc1ccccc1F
 : 2.1% | -6
Cc1ccn2c(=O)nc(SCc3cccc(C(F)(F)F)c3)nc2c1
 : 1.4% | -8
OC1(CN2CCOCC2)C2CN3CCN(C2)CC1(c1ccccc1)C3 (stereo unspecified)
 : 6.5% | -2
CCOc1cccc(NC(=O)C2CCCN(S(=O)(=O)c3ccc(-n4cnnn4)cc3)C2)c1 (stereo unspecified)
 : 1.2% | 15
CCOc1ccccc1C(=O)N/N=C/c1c[nH]c2ccccc12
 : 0.6% | 7
Cc1noc(C)c1C(=O)OCC(=O)Nc1cccc(S(N)(=O)=O)c1
 : -4.6% | -5
O=S(=O)(NC1=NCCCCC1)c1ccc2sc(NS(=O)(=O)c3ccc4ccccc4c3)nc2c1
 : 1.7% | .
O=C(NN=C1CCCC1)NC1CCCCC1
 : -3.7% | 32
CCCCC(=O)NC(c1ccco1)c1c(O)ccc2ccccc12 (stereo unspecified)
 : -0.3% | 8
CS(=O)(=O)N1CCN(c2ccc(NC(=O)c3cccnc3Cl)cc2)CC1
 : 0.3% | 10
COc1ccccc1C(=O)N/C(=C/c1ccc(Br)cc1)C(=O)N1CCCC1
 : 4.7% | .
O=C(COC(=O)c1n[nH]c2ccccc12)NC(=O)NC12CC3CC(CC(C3)C1)C2
 : -1.3% | 100
CN(Cc1c[nH]c2ccccc12)C1CCCCC1
 : -1.9% | -6
c1nc(NC2CCCCCC2)c2[nH]cnc2n1
 : 0.0% | 1
Cc1ccc(C(=O)NC(N2CCCC2)C(Cl)(Cl)Cl)cc1 (stereo unspecified)
 : 1.9% | .
O=C(C(Cc1ccccc1)N1C(=O)c2ccccc2C1=O)N1CCc2ccccc21 (stereo unspecified)
 : -0.6% | -14
CC(C)c1nnc(NC(=O)C2CCCN2C(=O)Nc2ccccc2F)s1 (stereo unspecified)
 : -2.8% | -3
S=C(NC1CCCCC1)N1CCN(Cc2ccccc2Cl)CC1
 : -7.5% | .
CCOC(=O)C1CCN(C(=O)COc2ccc(N(C)S(=O)(=O)c3ccc(OCC)cc3)cc2)CC1
 : -7.0% | -7
O=C1C2C(c3ccccc3)C=CC(c3ccccc3)C2C(=O)N1c1ccncc1 (stereo unspecified)
 : -0.8% | 7
COc1cccc(CN(C(=O)Cn2nnc(-c3ccccc3F)n2)C(C(=O)NC(C)(C)C)c2ccncc2)c1 (stereo unspecified)
 : 9.3% | 5
O=c1c(C=NCC2CCCO2)c(-c2ccccc2)[nH]n1-c1ccc([N+](=O)[O-])cc1 (stereo unspecified)
 : -2.0% | -1
O=C(Nc1nc(-c2ccc3c(c2)OCCO3)cs1)c1ccc(S(=O)(=O)N2CCCCC2)cc1
 : 6.7% | .
O=C(CSc1nc2ncccc2[nH]1)c1ccc(F)cc1
 : -6.4% | -1
CCOC(=O)Nc1nnc(/C=C/c2ccc(OC)cc2)s1
 : 3.5% | 10
O=C(CSc1nc2c(c(=O)n1-c1ccc(F)cc1)SCC2)NCc1ccco1
 : 3.9% | 5
N#Cc1c(N)nc2c(c1N)CC(=O)N2c1ccc(Cl)cc1
 : 2.1% | .
Cc1ccc(/C=N/NC(=O)c2ccc3nc[nH]c3c2)s1
 : 0.1% | -11
O=C(COc1ccc(Cl)cc1Cl)OCC(=O)N1CCCc2ccccc21
 : -4.9% | 9
O=C(COc1ccccc1F)N1CCN(CCN2C(=O)c3cccc4cccc(c34)C2=O)CC1
 : 11% | -16
CNC(=S)Nc1ccc(C(N)=O)cc1
 : 1.6% | 8
Cc1cc(Nc2cccc(F)c2)n2c(n1)nc1ccccc12
 : -3.2% | .
CCCc1nc2ccccc2n1CC(O)COc1ccc(NC(C)=O)cc1 (stereo unspecified)
 : 0.8% | 7
C/C(=N\NC(=O)c1c(Br)c(C)nn1C)c1ccc(NC(=O)C(C)Oc2ccc(Cl)cc2C)cc1 (stereo unspecified)
 : -0.9% | -3
O=C(COc1ncnc2cc([N+](=O)[O-])ccc12)NC(=O)NC1CCCCC1
 : 1.9% | 46
Cc1cc(N)n(-c2nc(-c3cccnc3)nc3ccccc23)n1
 : 1.0% | .

# Entries above containing a tert-butyl group:
# Under each structure – GlmU inhibition | RmlCD inh 1536
CCOC(=O)c1ccc(NC(=O)c2nc[nH]c2C(=O)NCC(=O)OC(C)(C)C)cc1
 : 8.2% | -4
COc1cccc(CN(C(=O)Cn2nnc(-c3ccccc3F)n2)C(C(=O)NC(C)(C)C)c2ccncc2)c1 (stereo unspecified)
 : 9.3% | 5

# More records follow:
# Under each structure – GlmU inhibition | RmlCD inh 1536
COc1ccc(-c2cc(=O)oc3cc(OCc4nn[nH]n4)ccc23)cc1
 : . | 48
COc1ccc(N2C(=O)C3C4C=CC(C4)C3C2=O)c([N+](=O)[O-])c1 (stereo unspecified)
 : -0.1% | -5
CC(C(=O)O)N1C(=O)c2ccccc2C1=O (stereo unspecified)
 : 9.2% | .
N#Cc1cn(Cc2ccncc2)c(=O)[nH]c1=O
 : -2.5% | .
CCCCSc1nnc2[nH]c(=O)cc(N)n12
 : -0.3% | .
CC(C)OC(=O)C(C#N)c1nc2ccccc2nc1N1CCN(Cc2ccccc2)CC1 (stereo unspecified)
 : -3.5% | -13
O=C(CCn1cccc1)Nc1cc(F)ccc1F
 : -1.4% | .
CCN(CC)c1ccc(C(=O)OCC(=O)NC(C)(C)C)cc1
 : 3.8% | -7
CCN(CC)C(=N)N1c2ccccc2CCC1C (stereo unspecified)
 : 8.8% | -16
O=C(OC1CCOC1=O)c1cc(-c2ccc(Cl)cc2)nc2ccccc12 (stereo unspecified)
 : 3.0% | .
O=C(Cc1nnc(NC(=O)Nc2ccc(Cl)cc2)s1)NCc1ccccc1
 : -0.6% | 5
CCC(=NCCCn1ccnc1)c1c(O)n(Cc2ccccc2)c(=O)[nH]c1=O
 : -0.9% | 1
Cc1cccc(C)c1-n1c(C)nn(-c2ncc(C(F)(F)F)cc2Cl)c1=O
 : 0.7% | -5
CSc1nc(C)cc(OCC#N)n1
 : 3.1% | .
CC12CCC3C(CCC4C/C(=N/O)CCC43C)C1CCC2O (stereo unspecified)
 : -1.8% | -10
COc1ccc(N2CC(C(=O)Nc3ncccc3C)CC2=O)cc1 (stereo unspecified)
 : -0.5% | .
COC(=O)CSc1nnc(C)n1-c1cccc(C#N)c1
 : 3.1% | 2
O=C(Nc1ccc(O)cc1)c1cc2ccccc2c(=O)s1
 : -1.1% | -1
C=CCn1cc(C(=O)N2CCc3ccccc3C2)c(=O)c2cc(S(=O)(=O)N(CC)CC)ccc21
 : 0.4% | .
S=C(NN=C1CCCCCC1)Nc1ccc(Cl)cc1
 : 3.6% | .
COc1ccc(-c2c(C)oc3c(CN4CCN(C)CC4)c(O)ccc3c2=O)cc1
 : -5.8% | 3
CC(=O)Cn1nnc2sc3c(c2c1=O)CCC(C(C)(C)C)C3 (stereo unspecified)
 : 0.2% | -4
CC1CCN(C(=O)C2CC(c3ccc(F)cc3)=NO2)CC1 (stereo unspecified)
 : 0.9% | .
CC(=O)NC(CC(C)C)C(=O)NC(=O)NCc1ccccc1 (stereo unspecified)
 : -2.4% | .
CCCN1CCN(CCCNC(=O)C2CCCN(c3nnc(-n4cccc4)s3)C2)CC1 (stereo unspecified)
 : -1.9% | .
CCCC(=O)Nc1ccc(Sc2ccc([N+](=O)[O-])cc2)cc1
 : -1.5% | 12
Cc1c(CN2CCCC(C(=O)c3cccc(Cl)c3)C2)c(=O)n(-c2ccccc2)n1C (stereo unspecified)
 : -1.2% | 11
CO/N=C/C(=N\Nc1ccc(OC)cc1)C(=O)c1ccc(F)cc1
 : -10% | -13
CCn1c(SCC(=O)Nc2ccccc2C)nnc1-c1ccccc1O
 : 1.7% | -6
Cc1nc2nc[nH]n2c(=O)c1NC(=O)c1cccc(OCC(C)C)c1
 : -1.7% | 13
COc1ccc(OC)c(NC(=O)CSc2ccc3ccccc3c2)c1
 : 1.1% | 3
CCOC(=O)c1ccc(COC(=O)c2cc3ccccc3oc2=O)o1
 : 3.9% | 5
O=c1c2ccccc2nc2c3ccccc3c(NCCN3CCOCC3)nn12
 : 0.4% | 7
O=C(Nc1ccccc1)C1=C[C@@H](c2ccccc2)C[C@@H](OCc2ccc(CO)cc2)O1
 : 3.7% | .
Cc1nn2c(-c3ccco3)nnc2c2ccccc12
 : 1.5% | 6
CC1CCC2(CC1)N=C(N)Nc1nc3ccccc3n12 (stereo unspecified)
 : 4.3% | .
S=C(NCCc1ccccc1)Nc1ccccc1N1CCOCC1
 : 2.6% | 14
Cn1c(CSc2nc3ccccc3s2)n[nH]c1=S
 : -0.2% | -6
Cc1nc(N2CCCCC2)sc1C=O
 : -3.2% | 7
CCn1c2ccccc2c2c3ncc4cccn4c3ccc21
 : 2.2% | 0
O=C(Cc1nc(-c2ccc(Br)s2)cs1)NCCN1CCOCC1
 : -4.1% | -5
CCN1C(=O)/C(=C/c2nc3ccccc3c(=O)n2-c2ccc(C)cc2)c2ccccc21
 : -3.9% | -1
CCOC(=O)c1sc(=S)n(CC)c1NC(=O)c1ccccc1C
 : 0.1% | -8
O=C(O)COc1ccc(C(=O)c2ccccc2)cc1
 : -3.6% | 4
COc1ccc2cc3cc(C(=O)NCCN4CCN(Cc5ccccc5)CC4)oc3nc2c1
 : -3.9% | 14
COc1ccc(C(CNC(=O)COc2ccc(F)cc2Br)N2CCCC2)cc1 (stereo unspecified)
 : -7.2% | 2
Cc1c(NC(=O)C2CCCN(S(=O)(=O)c3cnc[nH]3)C2)c(=O)n(-c2ccccc2)n1C (stereo unspecified)
 : -6.8% | 8
COc1cccc(/C=C/C(=O)OCC(=O)Nc2ccc(N3CCOCC3)cc2)c1OC
 : 3.4% | 4
CS(=O)(=O)NNC(=O)Cn1nnc(-c2cc(C(F)(F)F)cc(C(F)(F)F)c2)n1
 : 4.8% | -1
CCC(C)[C@@H](C(=O)N1CCNCC1)n1cc(CCCCN)nn1 (stereo partly specified)
 : 1.0% | .
Cn1c(SCc2cccnc2)nc2cccnc21
 : 4.8% | 27
O=[N+]([O-])c1ccc2c(c1)CNc1ccccc1O2
 : 0.4% | -13
